# Source: PubChem
# RXFP1 agonist = qHTS Assay for Agonists of the Relaxin Receptor RXFP1; Relaxin receptor 1 (Homo sapiens), Q9HBX9; HEK293T-RXFP1 cAMP TR-FRET, 30 min; response scale: percent of porcine relaxin response, buffer zero; Potency, µM (doses to about 57.5 µM), for inactives: at the top dose activation, most hits filed as activators; 370,000 tested, 0.3% active; note: % is set by controls: 0 for no effect and ±100 for the full control effect; nearly all actives have a fitted effect of over 60% in size; many of its hits are not listed in these tables
# Target sequence (Q9HBX9 whole entry, looked up): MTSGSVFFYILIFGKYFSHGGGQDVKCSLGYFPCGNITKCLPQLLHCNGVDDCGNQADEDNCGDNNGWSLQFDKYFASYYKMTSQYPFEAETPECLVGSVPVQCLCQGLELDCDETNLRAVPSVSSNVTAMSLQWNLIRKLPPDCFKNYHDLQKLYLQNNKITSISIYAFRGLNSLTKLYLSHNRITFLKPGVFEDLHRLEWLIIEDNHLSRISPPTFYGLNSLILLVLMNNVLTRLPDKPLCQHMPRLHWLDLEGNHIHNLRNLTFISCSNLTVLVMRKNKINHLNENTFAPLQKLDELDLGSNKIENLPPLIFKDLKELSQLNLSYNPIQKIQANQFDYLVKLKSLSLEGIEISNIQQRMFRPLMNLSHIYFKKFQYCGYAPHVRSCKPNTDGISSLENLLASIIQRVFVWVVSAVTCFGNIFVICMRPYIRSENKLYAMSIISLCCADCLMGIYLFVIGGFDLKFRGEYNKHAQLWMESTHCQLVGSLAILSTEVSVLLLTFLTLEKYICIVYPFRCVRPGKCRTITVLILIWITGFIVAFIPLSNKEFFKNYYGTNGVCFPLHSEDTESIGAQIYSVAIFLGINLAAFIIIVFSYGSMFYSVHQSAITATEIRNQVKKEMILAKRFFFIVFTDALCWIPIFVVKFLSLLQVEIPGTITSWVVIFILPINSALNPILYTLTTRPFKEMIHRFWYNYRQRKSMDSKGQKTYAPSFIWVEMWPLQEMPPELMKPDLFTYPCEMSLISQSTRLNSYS
#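 HEK293 cells stably expressing RXFP1, treated 30 min at 37C with compounds plus PDE4 inhibitor Ro 20174; cAMP measured by HTRF TR-FRET. Normalized to buffer and 29 nM porcine relaxin; EC50 by Hill fit.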
# 12-LOX inh = Primary qHTS assay for inhibitors of human arachidonate 12S-lipoxygenase (ALOX12): Round 2; Potency, µM (top dose mostly 108 µM), inactives show at the top dose activity change, negative = inhibition, actives largely listed as inhibitors; purified 12hLO, xylenol orange hydroperoxide absorbance; 580,000 tested, 1.1% active; note: % is set by controls: 0 for no effect and ±100 for the full control effect
#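 Hydroperoxide product was detected by ferrous iron/xylenol orange as the 573 to 405 nm absorbance ratio. Arachidonic acid at 40 uM (final) was turned over for 30 min at room temperature by 150 nM human 12hLO, pH 7.0 Hepes buffer, after 15 min compound preincubation.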
# rTrxR1 inhibitor = qHTS Assay for Inhibitors of Mammalian Selenoprotein Thioredoxin Reductase 1 (TrxR1): qHTS. Thioredoxin reductase 1, cytoplasmic (Rattus norvegicus), O89049. recombinant rTrxR1, NADPH fluorescence consumption, selenite substrate. Potency, µM (titrated, usually from 114 µM), inactives show at the highest dose activity change, negative = inhibition, actives largely listed as inhibitors. 390,000 tested, 1% active. AID 588453, 2011; note: % is set by controls: 0 for no effect and ±100 for the full control effect; nearly all actives have a fitted effect of over 65% in size
#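 Rat TrxR1 (90 nM in the dispensed reagent) was pre-reduced with 400 uM NADPH for 5 min at room temperature, then incubated with compound for 15 min. After 400 uM selenite was added, NADPH fluorescence (Ex 340/Em 450 nm) was followed for 8 min.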
# Vif-APOBEC3G blk = qHTS for Inhibitors of Vif-A3G Interactions: qHTS; DNA dC->dU-editing enzyme APOBEC-3G (Homo sapiens), Q9HC16; HeLa A3G-eYFP + Vif (tagged APOBEC3G with the HIV-1 protein that degrades it), YFP fluorescence, overnight; Potency, µM (series often up to 46.1 µM), inactives show at the top dose activity, negative = active, most hits filed as inhibitors; 410,000 tested, 0.076% active;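 note: % is set by controls: 0 for no effect and ±100 for the full control effect; nearly all actives have a fitted effect of over 60% in size; hits raise eYFP signal because A3G escapes Vif-driven loss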
#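 Read-out is eYFP fluorescence (Ex 488/Em 500-530) from Vif-expressing HeLa A3G-eYFP cells; more signal means A3G escaped Vif-mediated degradation. Cells plated overnight, compound pinned in, incubated overnight at 37 deg C.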
# TrxR1 substrate = qHTS Assay for Substrates of Mammalian Selenoprotein Thioredoxin Reductase 1 (TrxR1): qHTS; Thioredoxin reductase 1, cytoplasmic (Rattus norvegicus), O89049; purified TrxR1 substrate turnover, NADPH consumption readout; Potency, µM (titrated, usually from 114 µM), without a hit: at the top dose activity change, negative = substrate turnover; 390,000 tested, 0.01% active; AID 588456, 2011; note: % is set by controls: 0 for no effect and ±100 for the full control effect; nearly all actives have a fitted effect of over 50% in size
#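 Rat TrxR1, dispensed at 90 nM, was prereduced with 400 uM NADPH (final) for 5 min at ~22 deg C, then incubated with compound 15 min before 400 uM selenite. A first-read NADPH fluorescence drop versus no-compound background flagged substrates.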
# USP1 inh = Inhibitors of USP1/UAF1: Primary Screen | Ubiquitin carboxyl-terminal hydrolase 1 (Homo sapiens), O94782 | recombinant USP1/UAF1, Ub-Rhodamine cleavage fluorescence | Potency, µM (doses to about 57.1 µM), for the others: at the top dose activity change, negative = inhibition, hits mostly inhibitors | 390,000 tested, 0.23% active; note: % is set by controls: 0 for no effect and ±100 for the full control effect; nearly all actives have a fitted effect of over 60% in size; inactives centre near -12
#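 In this screen, compounds sit with the deubiquitinase complex (1nM) for 15 min at room temperature before Ub-Rho is added at 150nM final. Fluorescence rise is then followed for 6 reads every 60 seconds.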
# RGS4 inh = Inhibitors of Regulator of G Protein Signaling (RGS) 4: qHTS; 390,000 tested, 0.039% active; Potency, µM (series often up to 114 µM), for inactives: at the highest dose activity change, negative = inhibition, actives largely listed as inhibitors; Regulator of G-protein signaling 4 (Homo sapiens), P49798; Transcreener GDP fluorescence polarization, RGS4-accelerated GTP hydrolysis; note: % is set by controls: 0 for no effect and ±100 for the full control effect; nearly all actives have a fitted effect of over 75% in size; some results filed as inactive show a strong effect at the top dose
# Target sequence (P49798 whole entry, looked up): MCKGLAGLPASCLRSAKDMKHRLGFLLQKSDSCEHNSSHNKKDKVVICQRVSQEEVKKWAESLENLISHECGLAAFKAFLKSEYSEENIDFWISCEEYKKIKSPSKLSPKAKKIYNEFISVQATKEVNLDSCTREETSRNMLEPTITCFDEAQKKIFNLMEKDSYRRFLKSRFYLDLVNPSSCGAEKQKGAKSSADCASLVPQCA
#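 MLSMR compounds (23 nl, pin-transferred) preincubated 10 min at room temperature with a 500nM (2x) first reagent, then RGS4 at 900nM (2x) plus Transcreener GDP mix added; fluorescence polarization (620/688 nm) read before and after 90 min at 30 °C.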
# Vif-A3F inh = qHTS for Inhibitors of Vif-A3F Interactions: qHTS | HeLa A3F-eYFP + Vif (tagged APOBEC3F with the HIV-1 protein that degrades it), YFP fluorescence increase | Potency, µM (titrated, usually from 46.1 µM), without a hit: at the top dose activity, negative = active | 390,000 tested, 0.2% active; note: % of control where 0% means no effect; nearly all actives have a fitted effect of over 65% in size
#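 Fluorescence increase (Ex 488/Em 500-530) after overnight compound treatment at 37 deg C flags inhibition of Vif-driven A3F-eYFP loss in stable HeLa A3F-eYFP/Vif cells seeded overnight beforehand.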
# IDH1 R132H inh = qHTS for Inhibitors of mutant isocitrate dehydrogenase 1 (IDH1): qHTS; IDH1-R132H enzyme, NADPH consumption, diaphorase/resazurin fluorescence; 390,000 tested, 0.093% active; Potency, µM (highest dose often 76.6 µM), without a hit: at the top dose activity change, negative = inhibition, actives largely listed as inhibitors; Isocitrate dehydrogenase [NADP] cytoplasmic (Homo sapiens), O75874; note: % is set by controls: 0 for no effect and ±100 for the full control effect; nearly all actives have a fitted effect of over 65% in size
#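 IDH1-R132H (0.5 ug/mL dispensed) in pH 7.5 Tris buffer was preincubated 30 min with compound, then given a substrate mix of 0.016 mM NADPH and 2 mM alpha-KG for 80 min at room temperature; remaining NADPH was read by diaphorase/resazurin fluorescence.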
# An asterisk follows results filed as active; ? = inconclusive; . = no result given; [ ] = another dose, or the depositor's remark. Calls come from the whole dose curve; as a rule, active = well fitted curve in the direction sought with a large enough effect; inconclusive = small, poorly fitted or top-dose-only effect, or another doubt; inactive = no such curve, though single readings can be large; an effect the other way counts as inactive or inconclusive. Potency is the fitted concentration of half-maximal effect. A portion of the library; rates above refer to the full screens.
structure | USP1 inh | Vif-APOBEC3G blk | IDH1 R132H inh | Vif-A3F inh | RXFP1 agonist | TrxR1 substrate | 12-LOX inh | rTrxR1 inhibitor | RGS4 inh
Cc1ccc(C2c3[nH]c4ccccc4c3C[C@H]3C(=O)N(c4ccccc4C(=O)N4CCC(C(=O)O)CC4)C(=O)N23)cc1 (stereo not given in full) | -23% | -1% | -10% | -5% | 0.0% | 2% | -28% | 0% | 2%
NC(=O)c1ccsc1NC(=O)CSc1nnc(NC2CC2)s1 | -4% | 1% | 8% | 1% | . | 11% | 5% | 23% | -18%
CC(C)NC(=O)N(Cc1ccccc1)Cc1cccs1 | -16% | 0% | 7% | -2% | 3.7% | -18%[57.1 µM] | ? | 18%[57.1 µM] | -6%
CC(C)(C)C(=O)CN1C2=NCCCN2c2ccccc21 | -8% | 2% | 4% | 4% | 0.8% | 4% | 0% | 25% | 16%
CCCCN(C)CCn1c(=S)[nH]c2ncccc2c1=O | -5% | 2% | -1% | 1% | 1.6% | -6% | -12% | -10% | 24%
Cc1ccc(NC(=O)c2ocnc2C)cc1Cl | -10% | 2% | -5% | -1% | 0.1% | -1% | -14% | ? | -37%
COc1ccc(Nc2cc(C(=O)NCc3ccccc3OC)c3ccccc3n2)cc1 | -21% | -2% | 5% | -10% | 20% | 6%[57.1 µM] | -15% | 24%[57.1 µM] | -30%
Cc1ccc(NC(=O)CC2Oc3ccccc3NC2=O)c(C)c1 (stereo not given) | -20% | 1% | -5% | -25% | 1.6% | 6% | 0% | 34% | -4%
COCCCNC(=O)c1nn(C)c2c1CS(=O)(=O)c1ccccc1-2 | -14% | 2% | 34%[activator] | -2% | -6.0% | 15%[11.4 µM] | -10% | 4% | 3%
Cc1ccc(-c2nnc(OCCN3CCOCC3)c3ccccc23)cc1 | -17% | -2% | 1% | -2% | 2.4% | 5% | -18% | 7% | -5%
CCN(CC)c1ccc(S(=O)(=O)N2CCCCC2)cc1NC(=O)CN1C(=O)NC2(CCCC2)C1=O | 0% | 0% | -4% | -3% | -0.7% | 0% | -11% | -2% | 7%
CCCc1ccc(OCc2ccc(C(=O)N/N=C/c3cccc([N+](=O)[O-])c3)o2)c(OC)c1 | -15% | -2% | 0% | -1% | -0.2% | -2% | -4% | -16% | -12%

# The closing six records of the part before lead into the next:
structure | USP1 inh | Vif-APOBEC3G blk | IDH1 R132H inh | Vif-A3F inh | RXFP1 agonist | TrxR1 substrate | 12-LOX inh | rTrxR1 inhibitor | RGS4 inh
COc1ccc(Nc2cc(C(=O)NCc3ccccc3OC)c3ccccc3n2)cc1 | -21% | -2% | 5% | -10% | 20% | 6%[57.1 µM] | -15% | 24%[57.1 µM] | -30%
Cc1ccc(NC(=O)CC2Oc3ccccc3NC2=O)c(C)c1 (stereo not given) | -20% | 1% | -5% | -25% | 1.6% | 6% | 0% | 34% | -4%
COCCCNC(=O)c1nn(C)c2c1CS(=O)(=O)c1ccccc1-2 | -14% | 2% | 34%[activator] | -2% | -6.0% | 15%[11.4 µM] | -10% | 4% | 3%
Cc1ccc(-c2nnc(OCCN3CCOCC3)c3ccccc23)cc1 | -17% | -2% | 1% | -2% | 2.4% | 5% | -18% | 7% | -5%
CCN(CC)c1ccc(S(=O)(=O)N2CCCCC2)cc1NC(=O)CN1C(=O)NC2(CCCC2)C1=O | 0% | 0% | -4% | -3% | -0.7% | 0% | -11% | -2% | 7%
CCCc1ccc(OCc2ccc(C(=O)N/N=C/c3cccc([N+](=O)[O-])c3)o2)c(OC)c1 | -15% | -2% | 0% | -1% | -0.2% | -2% | -4% | -16% | -12%
CCOC(=O)CSc1nnc([C@H](CC(C)C)NC(=O)OC(C)(C)C)o1 | -1% | -3% | 2% | 2% | -0.3% | -3% | 0% | 1%[57.1 µM] | 31%
CSc1cccc(NC(=O)CSc2ccc(Cl)cc2)c1 | -9% | 3% | 6% | . | 0.9% | -6% | ? | -1% | -36%
Cc1c(NC(=O)Nc2cccc(C(F)(F)F)c2)sc2nc3n(c(=O)c12)CCC(C)CC3 (stereo not given) | -3% | 1% | -12% | -3% | 6.9% | 0% | -19% | 22% | -7%
CCC(=O)N=C1SC2CS(=O)(=O)CC2N1c1cccc(OC)c1 (stereo not given) | 4% | -1% | 9% | 0% | 1.5% | -6% | 0% | -8% | 0%
CCOC(=O)c1ccc(CNC(=O)c2cc(C(C)(C)C)oc2C)o1 | -1% | 2% | 3% | . | 0.3% | -13% | ? | ? | -6%
O=c1c2ccccc2nc(SCc2ccccc2Cl)n1Cc1ccccc1 | -20% | -5% | -4% | -3% | 2.7% | -1% | 3% | 10% | -2%[56.9 µM]
CCOC(=O)c1ccc(NC(=O)c2cc3c(n(-c4ccc(C)cc4)c2=O)CC(C)(C)CC3=O)cc1 | 1% | 3% | -13% | -4% | 0.3% | -10% | 0% | -14% | 10%
COc1ccc(Nc2ccc3ccccc3c2)cc1 | -27% | -28% | 28% | -13% | . | 49%[activator] | ? | 20% | -29%
CCOC1(OCC)N=C(N)C2(C#N)C(c3ccc(NC(C)=O)cc3)C12C#N (stereo not given) | -6% | 0% | 7% | -7% | 0.0% | -9% | 2% | ? | 5%
Cc1ccc(C(=O)OCC(=O)Nc2cc(Cl)ccc2C#N)o1 | -15% | 0% | -4% | -8% | . | . | 17% | . | .
COc1ccc2nc(SCC(=O)N(C)CC(=O)Nc3ccc(F)cc3)[nH]c2c1 | -15% | -6% | -7% | -18% | 0.5% | 4% | -8% | 15% | -10%
CC(=O)C1=C(C)NC(SCC(=O)c2cc(Cl)ccc2Cl)=C(C#N)C1c1ccco1 (stereo not given) | ? | -12% | 2% | -30% | 1.5% | 1%[57.1 µM] | ? | ? | ?

structure | USP1 inh | Vif-APOBEC3G blk | IDH1 R132H inh | Vif-A3F inh | RXFP1 agonist | TrxR1 substrate | 12-LOX inh | rTrxR1 inhibitor | RGS4 inh
CC1(C)Oc2ccc(C(=O)NC3CCCC3)cc2N(CC(=O)N2CCOCC2)C1=O | 0% | -4% | 0% | 1% | 1.9% | 6% | 3% | 8% | 11%
Cc1cccc(-c2noc(CCCC(=O)N3CCOCC3)n2)c1 | -10% | 0% | 4% | -14% | 0.5% | 3% | 7% | 19% | -32%
CCOC(=O)c1cc2n(c1/N=C/N(C)C)-c1ccccc1C2=O | 25µM* | ? | -14% | 22µM* | 11% | -7% | -33% | -17% | -1%
COCCSc1nnc(NC(=O)COc2ccc3c(c2)OCO3)s1 | -11% | -2% | 2% | -10% | 1.2% | -7% | 0% | 25%[57.1 µM] | -1%
N#Cc1c(NC(=O)c2cc([N+](=O)[O-])ccc2N2CCOCC2)sc2c1CCCC2 | -14% | -5% | 13% | -14% | 2.1% | 12%[57.1 µM] | -21% | 20%[57.1 µM] | -9%
COc1ccccc1NC(=O)c1ccc2c(c1)N(CC(=O)NC(C)C)C(=O)C(C)(C)O2 | -22% | 0% | 1% | -39% | -4.4% | 12%[57.1 µM] | 23% | 20%[57.1 µM] | -5%
COc1ccc(C(=O)Nc2nnc(Cc3ccc(OC)c(OC)c3)s2)cc1 | -10% | -1% | -2% | -13% | ? | 3% | 45%[activator] | 21% | 20%
COc1ccccc1NS(=O)(=O)c1cc(NC(=O)c2ccco2)ccc1N1CCOCC1 | -12% | 8% | -7% | -2% | 0.2% | 5%[57.1 µM] | 0% | -1%[57.1 µM] | -33%
CC(C)Oc1ccc(C2CC(=O)N(C)C2=O)cc1 (stereo not given) | -21% | 1% | 12% | -22% | 0.6% | 4% | 9% | 20% | 3%
CC(C)(C)NC(=O)c1oc2ccccc2c1NC(=O)c1ccccc1F | -7% | -9% | -1% | 2% | 2.6% | -2% | -16% | 18% | -37%
O=C(O)Cc1ccc(S(=O)(=O)Nc2ccccc2C(=O)O)cc1 | -5% | -1% | 0% | -1% | -0.2% | 17% | -19% | 14% | 14%
Cc1ccc(OCCCC(=O)Nc2ccc3c(c2)OCO3)cc1 | 4% | 2% | -2% | -1% | 1.0% | 1%[57.1 µM] | -30% | 6%[57.1 µM] | 2%
COc1ccc(-c2noc(-c3ccc(NCc4ccc(C)cc4)c([N+](=O)[O-])c3)n2)cc1OC | ? | 1% | 16% | 5% | -0.3% | 7% | -2% | 2% | -1%
COc1ccc(C(=O)Nc2oc(-c3ccccc3)c(-c3ccccc3)c2C#N)cc1 | -6% | -19% | 5% | -5% | -0.5% | 10% | 0% | 14% | 2%
